# Assay outcomes as filed in PubChem BioAssay.
# CCT modulator: changes cytosolic chaperonin activity; purified chaperonin ATPase assay, HTRF ADP detection, 30 min; activity change, % (no concentration beside the values), hits read low; 360,000 tested, 0.3% active; AID 651819; in the data active means activity change below about -30%; further: on the % scale 0 is the no-effect control and ±100 the full control effect
#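 ATPase activity: ADP formed was measured by HTRF Transcreener (665/615 nm ratio) after 30 min at 37 deg C with 10 uM ATP. Compounds screened at one 76 uM concentration against 40 or 20 nM TRiC in Tris pH 7.4/KCl/MgCl2/DTT buffer.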
# Nrf2 activator: activates Nrf2 signaling; AID 624171; 410,000 tested, 0.31% active; AREc32 ARE-luciferase reporter (MCF7-derived line), luminescence, 24 h; Potency, µM (highest dose often 46.1 µM), for inactives: top-dose activation, actives largely listed as activators; further: potency means the concentration at half of the fitted maximal effect; % of control where 0% means no effect; nearly all actives have a fitted effect of over 65% in size
#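 AREc32_Fluc, 1000 cells/well, OPTI-MEM + 5% FBS, o/n 37 deg C 5% CO2; 23 nL cpd by pin tool, 24 hr; Steady-Glo 30 min RT, luminescence.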
# A549 tox: kills or reduces viability of A549 cells in Nrf2 counter-screen; Potency, µM (top dose mostly 46 µM), for the others: at the highest dose activity change, negative = cytotoxicity, hits mostly inhibitors; A549 ARE-Fluc cells, CellTiter-Fluor viability, 18-24 h; 390,000 tested, 0.16% active; further: potency means the concentration at half of the fitted maximal effect; on the % scale 0 is the no-effect control and ±100 the full control effect
#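 A549 ARE-Fluc cells in 5% FBS OPTI-MEM, 5000 cells/well, rested 2 h then exposed to compounds in concentration-response for 18-24 h at 37 °C. Viability by CellTiter-Fluor fluorescence (Ex 405/Em 525) after 30 min; luciferase luminescence (BugLite, 15 min, RT) read afterwards.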
# Nrf2 block: blocks Nrf2 signaling; A549 ARE-Fluc reporter, luciferase luminescence, 18-24 h; Potency, µM (titrated, usually from 46 µM), without a hit: at the highest dose activity change, negative = inhibition, hits mostly inhibitors; 360,000 tested, 2.1% active; further: potency means the concentration at half of the fitted maximal effect; on the % scale 0 is the no-effect control and ±100 the full control effect; nearly all actives have a fitted effect of over 60% in size
#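 Quantitative HTS in A549 cells stably bearing an antioxidant response element-firefly luciferase construct. Inhibition of Nrf2-driven transcription was scored by luminescence after 18-24 h of compound exposure at 37 °C.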
# S2 tox: cell viability loss in ATXN counter-screen. S2 cells (HEK-293 line with an ATXN2-luciferase reporter) viability, CellTiter-Fluor protease fluorescence, 24 h. 400,000 tested, 0.49% active. Potency, µM (doses to about 56.7 µM), usual class: cytotoxic; further: potency means the concentration at half of the fitted maximal effect; nearly all actives have a fitted effect of over 40% in size
# Mm-Cpn inhibitor: inhibitors of Methanococcus maripaludis chaperonin (MmCpn); purified Mm-Cpn ATPase, ADP Transcreener TR-FRET; Potency, µM (highest dose often 76.9 µM), without a hit: at the top dose activity, negative = inhibition, actives largely listed as inhibitors; 330,000 tested, 0.031% active; further: potency means the concentration at half of the fitted maximal effect; on the % scale 0 is the no-effect control and ±100 the full control effect; nearly all actives have a fitted effect of over 80% in size
#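 Quantitative HTS used 25 nM Mm-CPN and 10 uM ATP in magnesium/KCl Tris buffer, pH 7.4, with 1 mM DTT. Hydrolysis ran 30 min at 37°C; ADP was read by HTRF.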
# HepG2 tox: HepG2 cytotoxicity, counter-screen for TGF-b inhibitors | 410,000 tested, 0.76% active | Potency, µM (highest dose often 46.1 µM), for the others: at the top dose activity change, negative = cytotoxicity, usual class: cytotoxic | HepG2 CAGA-GFP viability, ATP luminescence, 18 h; further: potency means the concentration at half of the fitted maximal effect; some results filed as inactive show a strong effect at the top dose
#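 HepG2 CAGA-GFP cells (1000/well, DMEM with 1% FBS) received compound, then TGF-beta at 500 pg/mL final, and were incubated 18 hours at 37 degrees C. Viability was read by CellTiter-Glo luminescence. Media-only wells were set as complete cell-killing and DMSO as no toxicity.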
# TGFb SMAD3 inh: TGF-b pathway inhibition. HepG2 CAGA-GFP TGF-b/SMAD3 reporter, GFP fluorescence, 18 h; TGF-beta stimulated, 500 pg/mL final. Potency, µM (titrated, usually from 46.1 µM), without a hit: at the top dose activity, negative = inhibition, actives largely listed as inhibitors. 410,000 tested, 1.2% active; further: potency means the concentration at half of the fitted maximal effect; on the % scale 0 is the no-effect control and ±100 the full control effect; nearly all actives have a fitted effect of over 65% in size
#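 Smad-responsive CAGA-GFP expression was quantified in HEPG2 cells exposed to compounds and 500 pg/mL final TGF-beta for 18 h at 37 degrees C; unstimulated wells defined full inhibition.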
# pAkt inh: Akt phosphorylation inhibition; Neuro2A IGF-stimulated pAkt S473 HTRF, 20 min; active compounds read low; activity change, % for hits at 50 µM; 360,000 tested, 0.32% active; AID 651550; in the data active means activity change below about -80%; inconclusive means mostly about -51% to -80%; further: on the % scale 0 is the no-effect control and ±100 the full control effect
#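 Single-point screen (50 µM final compound) in Neuro2A cells stimulated 20 min with 6 nM IGF at 37 deg C. After lysis, Ser473-phosphorylated Akt read by HTRF (ex 330 nm, em 615/665 nm) as the 665/615 ratio.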
# * marks the source's active call; other numbers are inactive results; i = inactive; u = inconclusive; x = not tested or not shown; [ ] = remark or other dose. Unless noted, the call rests on the fitted dose curve; in most records, active means well fitted curve in the direction sought with a large enough effect; inconclusive means small, poorly fitted or top-dose-only effect, or another doubt; inactive means no such curve, though single readings can be large; an effect the other way counts as inactive or inconclusive.
SMILES,CCT modulator,Nrf2 activator,A549 tox,Nrf2 block,S2 tox,Mm-Cpn inhibitor,HepG2 tox,TGFb SMAD3 inh,pAkt inh
Cc1cc(NC(=O)CSc2nnc3c4c(C)c(C)sc4ncn23)no1,0.7,-0.5%,-3%,u,i,0%,2%,1%,i
Cc1nn(Cc2ccc(Cl)cc2)c(C)c1NC(=O)C1CC=CCC1C(=O)O (stereo not drawn),-1.8,-0.3%,1%,-3%,u,0%,9%,2%,i
Cc1ccc2[nH]c(C)c(CCNC(=O)NC3CCCCC3)c2c1,-1.4,-0.4%,-13%,21µM*,i,0%,0%,-4%,i
CCOc1ccc(CCN2C(=S)N([C@@H](CC(C)C)CN3CCC[C@@H]3CN3C(=S)NC[C@@H]3Cc3ccccc3)C[C@@H]2Cc2ccc(O)cc2)cc1,2.7,-1.0%,x,x,i,x,-16%,7.9µM*,i
O=C(c1cc(-c2ccc(Br)cc2)on1)N1CCOCC1,-2.7,-0.8%,7%,u,i,1%,1%,-2%,i
CCOC(=O)N(C)c1c(CC)nc2c(OCc3ccc(Cl)cc3Cl)cccn12,-1.4,6.8%[9.22 µM],x,x,u,x,-10%,-17%,i
N#CC1=C(N)C(C#N)(C#N)C2(C(=O)Nc3ccccc32)C2CCCC=C12 (stereo not drawn),-0.9,3.4%,-8%,1%,i,0%,-17%,-19%,i
O=C(NC1(C(F)(F)F)C(=O)Nc2c1c(=O)[nH]c(=O)n2Cc1ccccc1)c1ccc(Cl)cc1Cl (stereo not drawn),-2.3,-0.4%,12%,7%,i,1%,-6%,-19%,i
COc1ccc(NC(=O)CCCNC(=O)c2ccc(Cl)cc2)cc1S(=O)(=O)N1CCOCC1,3.1,-0.3%,10%,u,i,x,1%,-17%,i
CC1=C(C(=O)O)N2C(=O)C(NC(=O)c3c(F)cccc3F)C2SC1 (stereo not drawn),-0.2,-0.7%,-4%,5%,i,-5%,-22%,-4%,i
CCOC(=O)c1sc(/N=C/N(C)C)nc1C,0.6,-0.5%,0%,8%,u,1%,11%,u,i
CC[C@@]12C(=O)N(c3cccc(F)c3)C(=O)N1[C@H](c1ccc(Br)cc1)[C@@H]1C(=O)N(C(C)(C)C)C(=O)[C@@H]12,1.4,-0.9%,-7%,-3%,i,-1%,-1%,5%,i
COc1ccc(Nc2ncnc3scc(-c4ccc(F)cc4)c23)cc1,x,1.0%,23%,x,i,x,-39%,u,x
Cn1c2c(c3ccccc31)CCN(CCCCN1CCN(c3ccccc3)CC1)C2=O,-1.4,-0.5%,u,11%,u,x,-35%,-7%,i
CCc1nccn1S(=O)(=O)c1cc(Br)ccc1OC,1.6,-0.6%,-3%,-4%,u,0%,10%,-6%,i
NC(=O)C1CCN(Cc2ccc(OCc3ccccc3)cc2)CC1,-0.8,0.5%,1%,25%,i,-2%,-14%,9%,i
c1ccc(COc2ccc(OCCCNC3CCCC3)cc2)cc1,2.2,4.2%,-15%,u,i,-1%,-68%,u,i
CCN1C(=O)[C@H]2[C@H]3CN=C(SCC4CC4)N3[C@@](Cc3ccccc3)(C(=O)OC)[C@H]2C1=O,-1.8,0.2%,2%,9%,i,1%,-23%,-6%,i
COc1ccc(-c2cc(=O)oc3cc(OCC(=O)Nc4ccc(CCO)cc4)ccc23)cc1,1.1,-0.7%,2%,-9%,i,-1%,-13%,-6%,i
COC(=O)c1ccccc1NC(=O)Cn1c(=O)n(CCCCC(=O)NCc2ccc3c(c2)OCO3)c(=O)c2ccccc21,x,-0.5%,-1%,-1%,i,x,1%,-14%,x
COc1ccc(-n2nc(C(=O)Nc3nc4ccc(OC)cc4s3)c3ccccc3c2=O)cc1,-0.3,0.3%[9.22 µM],0%,9%,u,1%,0%,-21%,i
O=C(Cn1nc(Cc2cccnc2)c2ccccc2c1=O)Nc1ccccc1F,-0.6,-0.4%,-1%,-5%,i,0%,10%,7%,i
CCOC(=O)c1c(NC(=O)c2ccc(Br)cc2)sc2c1CCCC2,x,0.1%,11%,x,i,x,0%,-1%,x
COc1ccc(C(=O)C(C)Sc2nnc(C3CC3)n2C2CC2)cc1 (stereo not drawn),0.9,0.2%,2%,4%,i,1%,2%,-4%,i
COc1ccc(NC(=O)Cn2c(=O)c3cccn3c3ccccc32)cc1Cl,x,5.3%,1%,5%,x,x,0%,-7%,x
Cc1ccc(CCNC(=O)c2sc3nc4n(c(=O)c3c2C)CCCC4)cc1,x,5.3%,0%,-2%,x,x,-53%,-2%,x
O=C(COC(=O)c1cccc(S(=O)(=O)N2CCc3ccccc32)c1)NC1CCS(=O)(=O)C1 (stereo not drawn),1.3,-0.6%,-7%,10%,i,1%,2%,15%,i
Cc1csc(CNc2ncnc3ccc(-c4cccc(Cl)c4)cc23)c1,x,-1.0%,-2%,-15%,u,u,-30%,u,x
Cc1c(/C=C2\NC(=O)NC2=O)c2ccccc2n1C,-0.7,-0.1%,-13%,-5%,i,-8%,9%,7%,i
COC(=O)c1ccc(Cn2c(C)cc(C)[n+]2C)o1,1.1,0.4%,-3%,14%,i,-3%,-9%,-14%,i

# Individual results from the entries so far.
# Mm-Cpn inhibitor with COC(=O)c1ccc(Cn2c(C)cc(C)[n+]2C)o1 stands at -3%
# TGFb SMAD3 inh with COc1ccc(C(=O)C(C)Sc2nnc(C3CC3)n2C2CC2)cc1 (stereo not drawn) stands at -4%
# Nrf2 block with O=C(COC(=O)c1cccc(S(=O)(=O)N2CCc3ccccc32)c1)NC1CCS(=O)(=O)C1 (stereo not drawn) stands at 10%
# Nrf2 activator with COC(=O)c1ccccc1NC(=O)Cn1c(=O)n(CCCCC(=O)NCc2ccc3c(c2)OCO3)c(=O)c2ccccc21 stands at -0.5%

# More results follow:
SMILES,CCT modulator,Nrf2 activator,A549 tox,Nrf2 block,S2 tox,Mm-Cpn inhibitor,HepG2 tox,TGFb SMAD3 inh,pAkt inh
COC(=O)CN1C(=O)CSc2ccc(S(=O)(=O)Nc3cccc(Br)c3)cc21,x,-0.3%,15%,-23%,x,x,-32%,-33%,x
CNc1ccc(S(=O)(=O)NCC(=O)OCC(=O)Nc2cccc(Cl)c2Cl)cc1[N+](=O)[O-],-4.0,2.5%[9.22 µM],0%,-12%,i,2%,1%,u,i
COc1ccc(S(=O)(=O)c2nnn(-c3ccc(C)c(Cl)c3)c2C)cc1,x,0.0%,-18%,u,i,x,-34%,u,x
CCOc1cc(C2C(C(=O)OC)=CN(C3CCCC3)C=C2C(=O)OC)cc(Br)c1O,-0.1,-0.8%,4%,-6%,i,1%,-1%,-1%,i
C[C@H](CO)N1C[C@H](C)[C@@H](CN(C)Cc2ccc(C(=O)O)cc2)Oc2ncc(-c3ccc(C(=O)N(C)C)cc3)cc2C1=O,0.1,-0.9%,x,x,i,x,-5%,9%,i
CCOc1cccc(/C=N/NC(=S)Nc2cc(S(=O)(=O)N3CCOCC3)ccc2N2CCOCC2)c1O,-0.6,0.2%[9.22 µM],-7%,u,u,-6%,0%,u,i
COc1cc(/C=C(\NC(=O)c2ccccc2)C(=O)N2CC3CC(C2)c2cccc(=O)n2C3)cc(OC)c1OC (stereo not drawn),0.9,0.1%,1%,3%,i,1%,47%,23%,i
COc1cccc(-c2nc3ccccc3s2)c1O,-0.5,u,9%,u,u,-4%,-19%,-14%,i
O=C(CN1C(=O)CCSc2ccc(S(=O)(=O)N3CCCC3)cc21)NCc1ccccc1Cl,-2.1,-1.5%,-14%,-17%,i,1%,1%,17%,i
Cc1cc(Cl)c2ccccc2n1,-2.5,0.1%,0%,-1%,i,0%,-17%,-23%,i
CC(C)c1ccc(NC(=O)N2CCN(c3ccc(Cl)c(Cl)c3)CC2)cc1,x,-0.9%,-14%,u,x,x,-52%,x,x
CCOC(=O)N1CCN(C(=O)/C=C/c2ccc(OC)cc2)CC1,0.4,-0.7%,2%,21%,i,1%,1%,11%,i
CCOc1ccc(CNC(=O)c2sc3nc(C)cc(C)c3c2-n2cccc2)cc1,x,-0.6%,-12%,u,i,x,-6%,-28%,x
COc1ccc(CNC(=O)Cc2c(C)c3c(cc(C)c4c(C)c(C)oc43)oc2=O)cc1OC,x,-0.1%,-1%,4%,x,x,1%,2%,x
O=C(c1ccc(Cl)cc1)N1CCN(CCOc2ccccc2)CC1,-0.9,3.7%,-1%,u,i,-6%,-22%,0%,i

# Entries above that contain a COOH group (3):
SMILES,CCT modulator,Nrf2 activator,A549 tox,Nrf2 block,S2 tox,Mm-Cpn inhibitor,HepG2 tox,TGFb SMAD3 inh,pAkt inh
Cc1nn(Cc2ccc(Cl)cc2)c(C)c1NC(=O)C1CC=CCC1C(=O)O (stereo not drawn),-1.8,-0.3%,1%,-3%,u,0%,9%,2%,i
CC1=C(C(=O)O)N2C(=O)C(NC(=O)c3c(F)cccc3F)C2SC1 (stereo not drawn),-0.2,-0.7%,-4%,5%,i,-5%,-22%,-4%,i
C[C@H](CO)N1C[C@H](C)[C@@H](CN(C)Cc2ccc(C(=O)O)cc2)Oc2ncc(-c3ccc(C(=O)N(C)C)cc3)cc2C1=O,0.1,-0.9%,x,x,i,x,-5%,9%,i

# Carrying on.
SMILES,CCT modulator,Nrf2 activator,A549 tox,Nrf2 block,S2 tox,Mm-Cpn inhibitor,HepG2 tox,TGFb SMAD3 inh,pAkt inh
O=C(Cn1cnc([N+](=O)[O-])c1)Nc1ccc(F)c(Cl)c1,4.1,0.3%,2%,1%,i,0%,0%,2%,i
COc1ccc(COc2ncnc3ccc(Br)cc23)cc1F,0.7,8.2%,12%,u,x,-3%,7%,-13%,i
Cc1ccnc2nc(C(=O)OCC(=O)NC3CCCC(C)C3C)nn12 (stereo not drawn),-1.3,2.8%,0%,3%,i,0%,1%,-11%,i
O=C(COc1ncnc2ccccc12)NCc1ccco1,1.5,0.4%,3%,0%,i,4%,7%,0%,i
Cc1ccc(CN=c2c([N+](=O)[O-])nn(-c3ccc(Cl)cc3)n2O)cc1,-0.9,4.1%,0%,u,i,-4%,-5%,-10%,i
